# All columns: NCI-60 one-dose screen, growth in % after 48 h at 10 µM unless noted; 100 = growth as untreated, 0 = no growth, -100 = all killed.
# TK-10 = TK-10 renal cancer cells | actives 3.9% (n = 81,000) | AID 1794769
# 786-0 = 786-0 renal cancer cells; actives 5.1% (n = 81,000); AID 1794775
# RXF 393 = RXF 393 renal cancer cells | actives 6.9% (n = 77,000)
# UO-31 = UO-31 renal cancer; AID 1794768; actives 5.2% (n = 81,000)
# A498 = A498 renal cancer cells. actives 5.4% (n = 76,000)
# DU-145 = DU-145 prostate cancer; actives 4.2% (n = 81,000)
# SN12C = SN12C renal cancer cells. actives 3.8% (n = 81,000)
# CAKI-1 = CAKI-1 renal cancer; actives 4.7% (n = 75,000); AID 1794772
# ACHN = ACHN renal cancer; AID 1794771; actives 4.9% (n = 81,000)
# The depositor's hits bear a star; · = not tested or not shown; & = joins results of further samples. How the source made its calls: active means growth percent below 10; inactive means the rest.
no.	compound	DU-145	RXF 393	UO-31	786-0	TK-10
1	O=C(O)CCCn1c(=O)c2sc3ncccc3c2n2nnc(-c3ccccc3)c12	124.3	118.4	76.4	105.6	125.8
2	COc1cc(OC)nc(NC(=O)CSc2nnc(-c3cccnc3SCc3ccccc3)o2)n1	108.0	107.2	80.6	·	98.6
3	Nc1ccc2c(c1)C(=O)c1ccc(Cl)cc1-2	112.8	101.6	72.3	98.7	107.8
4	CC(=O)C1C(C)CC2C3CCC4=CC(=O)CCC4(C)C3(Br)C(=O)CC21C (stereo not given)	105.8	100.9	89.4	89.4	102.7
5	O=C(Nc1ccc([N+](=O)[O-])cc1)N1CCCCC1	109.4	105.0	83.4	94.1	100.0
6	O=[N+]([O-])c1cccc(-c2ncc(-c3ccc(Cl)cc3Cl)[nH]2)c1	40.0	95.0	60.4	66.8	20.1
7	CCCCCCCCCc1cc(CN2CCCCC2)c(O)c(CN2CCCCC2)c1	66.4	78.3	44.1	·	81.1
8	Cc1[nH]n(-c2ccccc2)c2nc3nncc3c(-c3ccc(Cl)cc3)c12	103.3	106.8	96.6	100.1	111.9
9	CN1CCN(c2ccc(NC3=C(Cl)C(=O)c4ncccc4C3=O)cc2C(F)(F)F)CC1	96.6	-71.4*	-80.4*	82.6	-65.9*
10	COc1cc2c(c(OC)c1OC)C(=O)CC(c1cccc(C(=O)Nc3cccc(Cl)c3)c1)O2 (stereo not given)	80.1	75.0	51.5	88.4	88.5
11	COc1ccccc1-n1nccc1-c1nonc1C	105.7	134.3	81.7	91.5	109.4
12	COc1cc(C2Nc3nc(SC)nc(N)c3N=C3c4ccccc4CCC32)cc(OC)c1OC (stereo not given)	97.1	83.2	88.4	93.6	144.6
13	N#C/C(=C/n1nc2cc(Cl)c(Cl)cc2n1)c1ccc([N+](=O)[O-])cc1	75.0	102.7	51.5	94.4	63.5
14	Fc1ccc(Cc2nnc(SC3CCCC3)n2CCCc2cnc[nH]2)cc1	111.7	141.3	98.5	88.7	107.7
15	O=C(Nc1ccc(NC(=O)Nc2cc(C(F)(F)F)ccc2Oc2ccc(Cl)c(Cl)c2)cc1)Nc1cc(C(F)(F)F)ccc1Oc1ccc(Cl)c(Cl)c1	104.1	139.8	82.3	105.8	106.3

no.	CAKI-1	A498	SN12C	ACHN
1	93.4	163.8	98.6	107.7
2	99.5	125.2	106.3	106.8
3	102.0	101.5	101.6	112.7
4	·	98.5	100.3	107.8
5	96.7	93.8	101.8	108.9
6	100.5	104.3	80.9	-2.8*
7	57.7	75.0	71.9	63.5
8	90.3	101.6	93.1	104.2
9	-95.6*	·	93.9	-56.2*
10	71.5	45.2	65.8	75.6
11	93.8	88.3	118.9	104.5
12	91.8	86.4	82.1	·
13	83.6	·	77.2	81.5
14	91.7	124.9	117.4	111.6
15	90.1	122.4	90.7	105.6

# Continuation:
no.	compound	DU-145	RXF 393	UO-31	786-0	TK-10
16	O=C(Cn1c(-c2cncs2)nc2ccccc21)Nc1ccc(F)c(Cl)c1	110.6	97.1	82.1	95.7	100.3
17	NC1CCC(Nc2nc(NCc3ccc(-c4ccccc4O)nc3)c3ncn(C4CCCC4)c3n2)CC1 (stereo not given)	-4.6*	-67.4*	14.2	-38.3*	0.2*
18	CNS(=O)(=O)c1n[nH]nc1-c1cc(C(C)(C)C)c(O)c(C(C)(C)C)c1	110.2	114.2	84.2	91.2	111.1
19	NC(=O)C(=CNc1nc(-c2ccc(Cl)c(Cl)c2)cs1)C(N)=O	116.5	·	94.0	116.3	122.9
20	NC(=O)c1c2c(c3ccc4c5ccccc5ccc4n13)C(=O)c1ccccc1C2=O	121.6	101.2	82.1	111.8	119.7
21	COc1cccc(-c2nn(-c3ccccc3)cc2-c2ccnc(NCCNC(=O)c3cccc(C(F)(F)F)c3)c2)c1	83.2	90.0	60.1	59.8	93.3
22	CCN(CC)Cc1cc(Cc2ccccc2)ccc1O	112.5	·	81.5	98.9	110.5
23	Fc1ccc2nc(-c3ccc(-c4noc(-c5ccc(Cl)cc5)n4)cc3)[nH]c2c1	98.5	109.8	83.9	86.5	114.9
24	O=C(Nc1ccc2cc3ccc(NC(=O)N4CCCCCC4)cc3nc2c1)N1CCCCCC1	-25.7*	-76.3*	-85.4*	-57.9*	-62.3*
25	CC(O)(C(N)=O)c1ccccc1 (stereo not given)	119.1	120.4	79.1	106.7	109.5
26	CCOC(=O)c1cnc2cc(Cl)c(F)cc2c1Nc1cccc(NS(C)(=O)=O)c1	101.2	89.3	73.3	95.6	123.7
27	CC(=O)Nc1ccc(S(=O)(=O)CCc2ccccn2)cc1	113.9	113.5	88.7	102.5	83.1
28	Cc1ccc(S(=O)(=O)Nc2ccccc2C(=O)O)cc1	105.5	94.8	87.3	102.0	94.0
29	Clc1ccccc1-c1nnc(Cn2cnnc2)o1	113.1	·	102.3	95.1	134.1
30	NC(=O)c1ccccc1	129.2	112.7	85.6	85.0	125.9

no.	CAKI-1	A498	SN12C	ACHN
16	93.4	83.5	98.4	95.0
17	14.1	-82.1*	·	-3.2*
18	95.1	100.1	103.1	98.7
19	·	111.0	100.9	107.0
20	95.0	120.0	99.0	104.0
21	61.7	71.2	73.0	70.9
22	106.0	87.6	91.1	93.8
23	102.2	81.0	109.7	110.1
24	-64.7*	·	-57.6*	-93.6*
25	92.7	93.5	99.3	107.4
26	86.2	78.9	100.1	93.5
27	98.9	89.8	96.6	105.1
28	·	·	99.7	107.4
29	96.1	101.5	85.3	111.2
30	87.7	125.8	94.5	99.2

# (cont.)
no.	compound	DU-145	RXF 393	UO-31	786-0	TK-10
31	CCCCCC(Br)C(Br)CC(Br)C(Br)CCCCCCCC(=O)c1ccc2ccccc2c1O (stereo not given)	115.5&108.2	116.6&99.6	83.9&69.3	114.6&93.3	95.1&99.3
32	S=C(N/N=C\c1ccccc1Cl)N/N=C/c1ccccc1Cl	119.6	120.0	65.8	112.4	123.0
33	Nc1nc(C(F)(F)F)ccc1C(=O)N/N=C/c1c(Cl)cccc1Cl	103.1	116.2	95.6	110.2	137.1
34	COc1cc(/C=C2\SC(=S)N(CC(=O)O)C2=O)ccc1OCCCCOc1ccc(/C=C2\SC(=S)N(CC(=O)O)C2=O)cc1OC	110.8	109.9	103.6	101.6	·
35	CCSc1nc(C)c(C)c(=O)[nH]1	114.4	113.8	89.5	89.8	80.0
36	O=c1c2ccccc2nc(COc2ccccc2)n1NS(=O)(=O)c1ccc(Cl)cc1	100.3	97.0	62.7	106.9	152.9
37	Cc1cccc2c(=O)c3c(sc12)c(NCCNCCO)nc1ccccc13	27.3	38.1	29.6	52.9	34.9
38	NC(=O)CCS(=O)(=O)Cc1ccccc1	118.0	116.2	92.2	105.5	98.0
39	Cc1c[n+]([O-])ccc1Cl	112.4	109.1	86.5	105.6	126.0
40	CC1(C)CCc2ccccc2O1	112.1	110.2	73.1	99.5	112.7
41	COc1cc2cn3c4ccc(O)cc4[nH]c(=O)c3c2cc1OC	3.0*	26.8	-32.2*	1.1*	-22.6*
42	COc1c(N2CC3CCCNC3C2)c(F)cc2c(=O)c(C(=O)N/N=C/c3c[nH]c4ccccc34)cn(C3CC3)c12 (stereo not given)	104.2	·	77.2	95.1	137.0
43	Cc1ccc(S(=O)(=O)NCC(C)C)cc1	104.2	116.6	79.9	100.9	88.7
44	FC(F)(F)c1ccc(-c2nc(-c3nc4ccc(Cl)cc4[nH]3)c3ccccn23)cc1	78.2	73.9	68.4	78.4	98.7
45	CC(C)=CCC/C(C)=C/CC/C(C)=C/CC[C@]1(C)CCc2cc(OC(=O)NS(=O)(=O)c3ccc(C)cc3)cc(C)c2O1	98.2	99.7	84.9	86.7	108.2

no.	CAKI-1	A498	SN12C	ACHN
31	96.1&99.1	92.8&101.9	97.1&109.2	95.5&96.0
32	100.1	137.8	95.4	100.7
33	67.9	97.0	100.4	100.2
34	99.2	101.6	106.9	110.7
35	81.8	100.4	109.2	98.9
36	73.1	63.3	76.6	92.8
37	22.1	·	33.4	-19.2*
38	92.2	105.4	98.8	97.9
39	92.2	119.7	101.3	105.2
40	91.3	99.9	103.3	85.3
41	-51.7*	-20.6*	37.0	-26.0*
42	98.7	117.5	95.7	99.8
43	102.1	95.7	103.4	99.1
44	91.1	80.4	86.7	66.3
45	91.2	93.5	100.9	93.8

# Next records follow.
no.	compound	DU-145	RXF 393	UO-31	786-0	TK-10
46	CC(C)=CCC/C(C)=C\C=N\NS(=O)(=O)c1ccc([N+](=O)[O-])cc1	110.9	104.1	79.5	95.7	103.7
47	O=C(Nc1ccc2c(c1)OC1(CCCC1)O2)c1cccc(-c2nn[nH]n2)c1	124.0	·	90.7	·	98.9
48	C=C1CC[C@@H]2[C@]3(C)COC(c4cn[nH]c4-c4ccccc4)O[C@@H]3CC[C@@]2(C)[C@@H]1C/C=C1/C(=O)OCC1O (stereo not given in full)	5.4*	-59.4*	-0.8*	-72.8*	-8.5*
49	COc1ccc(CC(C#N)c2cc3ccccc3[nH]2)cc1 (stereo not given)	101.1	94.1	61.5	94.7	117.7
50	CCOC(=O)c1nc2cc(Cl)cnc2nc1NCc1ccc(OC)cc1	107.3	102.5	103.0	95.9	103.1
51	NCCCC[C@H](NC(=O)[C@@H]1CCCN1C(=O)Cc1cccc2ccccc12)C(=O)N[C@@H](CCCN=C(N)N)C(=O)N[C@@H](CCCN=C(N)N)C(N)=O	105.0	107.0	86.1	101.3	100.2
52	NC[C@@](O)(c1ccc(Cl)cc1)c1ccc(-c2cn[nH]c2)cc1	30.3	-6.9*	-13.6*	6.1*	5.9*
53	CC(=O)Nc1ccc(S(=O)(=O)N(c2nccnc2Cl)S(=O)(=O)c2ccc(NC(C)=O)cc2)cc1	117.8	108.4	70.5	108.7	97.2
54	O=C(Nc1c(Cl)cccc1Cl)Oc1cccc2cccnc12	82.5	73.3	17.0	72.0	58.8
55	CCc1cccc(Sc2cc(C(=O)N3Cc4ccc(OCCN(C)C)cc4C3)ccc2O)c1	38.9	72.2	56.5	70.6	63.2
56	CS(=O)(=O)c1ccc2c(c1)c1c(n2Cc2ccc(Cl)cc2)CCCC1=O	108.2	88.6	78.2	97.7	119.0
57	CC1=C([Se]CC(OC(=O)c2ccc(-c3c4nc(c(-c5ccccc5)c5ccc([nH]5)c(-c5ccccc5)c5nc(c(-c6ccccc6)c6ccc3[nH]6)C=C5)C=C4)cc2)C(=O)NC(C)(C)C)C(=O)c2ccccc2C1=O (stereo not given)	102.7	132.7	104.2	105.6	150.2
58	O=C(Cc1ccccc1)NO	103.2	97.8	91.4	101.7	92.2
59	Cc1ccc2nc(N)nnc2c1	98.4	·	87.5	98.4	108.1
60	CCOC(CCCCCOCc1ccccc1)OCC	106.6	109.3	87.3	104.2	94.5

no.	CAKI-1	A498	SN12C	ACHN
46	102.9	94.3	94.8	110.3
47	100.9	110.0	108.2	106.4
48	11.4	137.4	21.9	11.0
49	72.6	84.2	92.7	93.9
50	94.5	101.0	108.1	99.0
51	94.9	70.2	99.3	103.1
52	11.3	-2.1*	29.3	11.6
53	96.4	104.7	102.3	99.5
54	-9.8*	98.2	53.9	38.8
55	83.5	42.2	63.9	58.2
56	86.1	88.2	95.5	96.2
57	80.3	102.9	115.3	96.4
58	97.3	·	107.0	110.5
59	83.7	95.2	98.4	108.3
60	90.6	89.1	103.2	95.5

# Continued.
no.	compound	DU-145	RXF 393	UO-31	786-0	TK-10
61	N#Cc1n[nH]n2c1nc(=O)c1sccc12	107.9	105.5	88.6	98.2	·
62	COc1cc(/C=N/N(C)C)ccc1O	110.1	104.5	89.1	109.4	94.5
63	Cc1cccc(C)c1NC(=S)N(C)C	106.5	135.2	89.6	·	107.7
64	COc1ccc(-c2nc(SC(C)C)nc(NN)c2C#N)cc1	67.4	70.5	56.8	70.7	77.6
65	O=C1/C(=C/c2ccc(Cl)cc2)CN(C(=O)CCN2CCC(=NO)CC2)C/C1=C\c1ccc(Cl)cc1	-89.2*	-91.3*	-92.5*	-76.9*	-74.7*
66	COc1cc(NC(=O)c2ccc(-c3cccc(Cl)c3)o2)ccc1NC(=O)C(C)C	94.3	·	72.6	89.8	80.8
67	O=C(O)CCSSc1ccccc1	109.4	113.3	94.7	98.9	104.5
68	COC(=O)/C=C1/SC(=NCc2ccccc2)N(Cc2ccco2)C1=O	109.1	110.9	83.2	99.1	·
69	O=c1[nH][n+](-c2[nH]ncc2[N+](=O)[O-])no1	107.4	99.1	85.2	100.1	106.8
70	CC1=CC(=O)C(C(C)=NCc2ccccn2)C(=O)O1 (stereo not given)	106.2	119.7	99.0	106.3	94.7

no.	CAKI-1	A498	SN12C	ACHN
61	·	112.7	107.2	103.0
62	101.7	75.7	94.9	100.4
63	96.5	86.4	106.0	103.5
64	64.0	80.2	81.2	53.6
65	-73.9*	-59.8*	-75.2*	-61.5*
66	92.9	77.4	94.8	96.1
67	97.6	85.6	87.7	100.1
68	·	110.4	105.2	111.4
69	90.0	75.5	98.9	104.0
70	99.6	·	101.7	105.0

# Values in list order from the list:
# CAKI-1, compounds 15 to 20, in order: 90.1, 93.4, 14.1, 95.1, ·, 95.0
# SN12C, compounds 15 to 20, in order: 90.7, 98.4, ·, 103.1, 100.9, 99.0
# TK-10, compounds 15 to 20, in order: 106.3, 100.3, 0.2*, 111.1, 122.9, 119.7

# From no. 30 to 31, as listed above:
no.	compound	DU-145	RXF 393	UO-31	786-0	TK-10
30	NC(=O)c1ccccc1	129.2	112.7	85.6	85.0	125.9
31	CCCCCC(Br)C(Br)CC(Br)C(Br)CCCCCCCC(=O)c1ccc2ccccc2c1O (stereo not given)	115.5&108.2	116.6&99.6	83.9&69.3	114.6&93.3	95.1&99.3

no.	CAKI-1	A498	SN12C	ACHN
30	87.7	125.8	94.5	99.2
31	96.1&99.1	92.8&101.9	97.1&109.2	95.5&96.0

# Bioassay records as filed in PubChem.
